XiGFP reactiv: X-chromosome reactivation activator. XiGFP mouse fibroblasts, % GFP-positive cells imaging, 3 d; cells co-treated with 5-aza-dC sensitizer; scaled so ellipticine positive control = 100%. activation, % at 7.58 µM. hit rate 0.055% among 360,000;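 active = mean normalized replicate activation at least 10% and every replicate at or above 10%; inconclusive = only one of the two criteria met; inactive = mean below 10% and not all replicates reach 10%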;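 note: 0% = median of on-plate neutral control wells and 100% = ellipticine 6 µM median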
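Assay system – SV40-immortalized XiGFP fibroblast cells, line 68-5-11 · Buffer or medium – DMEM supplemented with 5-aza-dC as sensitizing agent · Dosing – one concentration, pinned · Benchmarks – positive control ellipticine, 6 µM final · Times – 3 days compound exposure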
RAD52 inh: blocks human RAD52 DNA annealing; P43351; recombinant RAD52 DNA annealing, FRET fluorescence; inhibition, % at 18.7 µM; hit rate 0.46% among 360,000;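 active = every replicate showing at least 50% inhibition; inconclusive = mean inhibition at least 50% but not in every replicate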
RAD54 branch: blocks human RAD54 Holliday junction branch migration. Q92698. FAM/BHQ fluorescence. inhibition, % at 10.4 µM. hit rate 0.14% among 360,000. AID 602329;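 active = mean normalized replicate activity at least 40 and at least half of replicates scoring 40 or more; inconclusive = only one of the two criteria met; inactive = mean below 40 and under half of replicates reaching 40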;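 note: 0% = median of neutral control wells and 100% = median of positive control wells; inhibitors cause a drop in the FAM fluorescence signal; in these data hits start at about 50%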
Target sequence (Q92698 whole entry, looked up): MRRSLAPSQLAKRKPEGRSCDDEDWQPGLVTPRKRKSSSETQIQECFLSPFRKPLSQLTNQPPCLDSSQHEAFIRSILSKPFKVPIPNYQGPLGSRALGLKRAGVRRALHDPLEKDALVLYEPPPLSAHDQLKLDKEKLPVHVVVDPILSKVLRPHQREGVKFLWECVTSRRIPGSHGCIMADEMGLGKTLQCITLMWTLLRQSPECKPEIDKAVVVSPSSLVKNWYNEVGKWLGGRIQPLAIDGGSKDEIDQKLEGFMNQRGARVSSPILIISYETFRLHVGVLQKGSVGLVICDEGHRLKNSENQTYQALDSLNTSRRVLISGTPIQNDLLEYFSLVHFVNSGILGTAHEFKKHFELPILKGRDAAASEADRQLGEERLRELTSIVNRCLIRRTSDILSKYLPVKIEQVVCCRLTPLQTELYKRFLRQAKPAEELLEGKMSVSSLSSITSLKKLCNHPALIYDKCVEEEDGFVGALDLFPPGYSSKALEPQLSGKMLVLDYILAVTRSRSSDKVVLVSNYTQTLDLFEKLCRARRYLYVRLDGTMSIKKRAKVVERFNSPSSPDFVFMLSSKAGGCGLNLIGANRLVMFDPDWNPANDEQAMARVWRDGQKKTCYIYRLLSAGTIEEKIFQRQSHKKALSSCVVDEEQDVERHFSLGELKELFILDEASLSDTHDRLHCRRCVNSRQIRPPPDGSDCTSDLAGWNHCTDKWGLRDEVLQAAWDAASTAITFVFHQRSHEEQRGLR
E-sel inducer: E-selectin induction on HUVECs. AID 686992. P16581. HUVEC E-selectin immunofluorescence imaging; normalized: neutral wells 0, TNF-alpha wells 100. hit rate 0.37% among 260,000. activation, % at 7.58 µM;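 active = mean E-selectin-positive cell signal at least 10% of the positive control, reached in at least 60% of replicates, without over 20% cell loss; inconclusive = no rule given, readout overlaps actives, possibly toxicity-flagged; inactive = the rest, including those meeting only one limit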;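 note: in these data hits start at about 27%; measured in HUVEC primary endothelial cells; signal is the percent of cells scored E-selectin positive by PE staining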
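Read-out: % PE-positive cells | Test system: HUVEC | Doses: One compound dose added by pin transfer | Buffer or medium: EGM-2 over gelatin coat | Signal: Immunofluorescence imaging | Benchmarks: TNF-alpha, DMSO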
FN deposit inh: fibronectin deposition inhibition. AH1F fibroblasts, Alexa488-fibronectin deposition fluorescence, overnight. hit rate 0.086% among 350,000. AID 743247. inhibition, % at 12.6 µM;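 active = mean inhibition across replicates of 30% or more, regardless of how many single replicates reach that level; inconclusive = mean under 30% yet at least half of replicates reach 30%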;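 note: positive control wells lacked labelled fibronectin entirely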
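Test system: AH1F fibroblast monolayer depositing Alexa488-labelled fibronectin into matrix. Input: 10000 cells per well. Technique: fluorescence, ex 485 nm, em 525 nm. Buffer or medium: DMEM plus 2% serum, read in PBS. Timing: 1 h cell adhesion before compound, then overnight fibronectin incubation. Compound: single dose, pinned. Read-out basis: inhibition from reduced deposited-fibronectin fluorescence.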
S100A4 MyoIIA: blocks human S100A4 binding to myosin IIA peptide. P26447. S100A4/TAMRA-MyoIIA peptide fluorescence polarization. inhibition, % at 10.7 µM. hit rate 0.14% among 360,000;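 active = mean inhibition of at least 70% across replicates, with every replicate also reaching that level; inconclusive = mean inhibition reaches 70% but some replicates fall short; inactive = mean inhibition below 70%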
Target sequence (P26447 whole entry, looked up): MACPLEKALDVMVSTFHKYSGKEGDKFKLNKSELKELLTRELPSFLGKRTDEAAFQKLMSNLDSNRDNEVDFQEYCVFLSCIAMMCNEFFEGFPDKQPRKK
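Test system: S100A4 monomer protein. Medium: HEPES buffer with Ca2+, pH 7.2. Reagent: fluorescent myosin IIA peptide, 5 nM. Compound dosing: single-point compound testing. Timing: 5 min between mix addition and reading. Benchmarks: DMSO neutral and TFP positive wells.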
EWS-Fli block: inhibitors of EWS/Fli oncoprotein transcriptional activity; A673 NR0B1-luciferase reporter, viability-normalised; inhibition, % at 12.6 µM; hit rate 0.67% among 350,000; AID 651661;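 active = mean inhibition of at least 50% after viability correction, with every replicate also passing that limit; inconclusive = mean reaches 50% but only one of two replicates passes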;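 note: firefly luciferase signal divided by Alamar Blue viability fluorescence both relative to DMSO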
esBAF inh: SWI/SNF esBAF complex inhibition; reporter increase, % at 12.5 µM; hit rate 2% among 350,000; mouse ES cells, Bmi1-luciferase knock-in reporter, 24 h; 100% = twice the neutral-well signal; in the data active = activation above about 40%; inconclusive = no clear call, values can overlap the other calls;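 note: 0% = median of the plate's neutral control wells and 100% = double that signal; a rise in the Bmi1 reporter signal indicates esBAF inhibition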
* = called active by the depositor; ? = inconclusive; · = no result given; & = joins results of further samples.

SMILES	XiGFP reactiv	RAD52 inh	RAD54 branch	E-sel inducer	FN deposit inh	S100A4 MyoIIA	EWS-Fli block	esBAF inh
CCOC(=O)C(=O)c1c(C)cc2ccccn12	0.1	-9	·	·	-6	-2	-2	·
CCC(=O)Nc1c2c(nn1-c1cccc(Cl)c1)CS(=O)(=O)C2	0.0	-11	-10	0.0	2	0	-2	-4
CCOC(=O)c1c(Cl)c(C)nn1-c1nc(OC)cc(OC)n1	0.0	-17	·	-0.4	-1	2	-5	·
Cc1nc2ccc(C(=O)N3CCN(Cc4ccccc4)CC3)cc2[nH]1	0.3	-11	-5	25	1	-4	-3	-2
Cc1ccc(S(=O)(=O)Nc2ccc3c(c2)C(=O)N([C@@H](C)CO)C[C@H](C)[C@@H](CN(C)CC2CCCCC2)OCCCC[C@H](C)O3)cc1	0.4	55*	5	-0.1	·	-2	-5	-1
CCc1ccc(C(=O)COC(=O)c2nn(C)c(=O)c3ccccc23)cc1	0.0	-12	10	-0.3	-10	1	-14	-8
O=C(NNC(=O)C1CC=CCC1C(=O)O)c1ccc(Cl)cc1 (configuration not stated)	0.1	-13	·	·	-12	4	3	·
Cn1nc(C(F)(F)F)cc1Oc1ncc(C(F)(F)F)cc1Cl	0.1	-16	·	·	·	-25	-1	·
C[C@@H]1CN([C@@H](C)CO)C(=O)CCCn2cc(nn2)CO[C@H]1CN(C)C(=O)Nc1cccc(Oc2ccccn2)c1	-0.4&-0.1	3&-12	-4	0.0&0.7	-1&5	32&0	4&0&7	2&0
C[C@@H]1CN([C@H](C)CO)C(=O)Cc2cc(NS(=O)(=O)c3cccs3)ccc2O[C@@H]1CN(C)Cc1ccccc1	0.4	12	-12	0.2	·	-4	-4	-1
CC(C)c1ccc(N2C(=O)CC(Sc3ncccn3)C2=O)cc1 (configuration not stated)	0.0	-3	-12	-0.1	-1	-1	4	-1
O=C(COc1ccccc1Br)N1CCN(C(=O)c2cccs2)CC1	-0.1	6	4	·	8	-5	-5	-4
CCN1CCN(C(=O)c2cc(S(=O)(=O)N3CC(C)CC(C)C3)ccc2Cl)CC1 (configuration not stated)	0.0	-1	·	-0.5	-5	5	3	·
C[C@H]1CN([C@@H](C)CO)C(=O)c2cccc(NC(=O)Nc3ccc(F)cc3)c2O[C@H]1CN(C)S(=O)(=O)c1ccc(F)cc1	0.2	15	2	-0.3	·	-14	31	-2
C[C@H](CO)N1C[C@H](C)[C@@H](CN(C)C(=O)Nc2ccc(C(F)(F)F)cc2)Oc2ccc(NC(=O)Nc3ccccc3)cc2CC1=O	0.3	·	1	0.5	·	·	3	-1
CC(NC(=O)COc1ccc([N+](=O)[O-])cc1)c1ccccc1 (configuration not stated)	0.3	-18	·	·	·	-1	10	·
Cc1cc(NC(=O)c2n[nH]c(=O)c3ccccc23)ccc1Br	-0.1	-4	·	-0.4	-9	-5	-60	·
Cc1ccccc1S(=O)(=O)N1C[C@H](O)COC[C@H]2O[C@@H](CC(=O)N3CCN(C)CC3)CC[C@@H]21	0.0	-4	-6	0.3	5	10	-4	1
COc1cc(COCC(O)CN2C(C)CCCC2C)cc(OC)c1OC (configuration not stated)	0.2	-1	-2	3.6	3	-10	10	0
CC(=O)c1ccc(C(=O)N2CCc3c([nH]c4ccccc34)C2c2ccccn2)s1 (configuration not stated)	0.0	-13	3	3.8	-4	0	8	-4
COCCNc1ncnc2c1ncn2[C@H]1CN(Cc2ccc3c(c2)OCO3)C[C@@H](CO)O1	0.2	1	11	0.1	0	-20	-1	6
CCC(=O)N(Cc1cccs1)C1CCOC(C)(C)C1 (configuration not stated)	·	-15	-2	·	·	-5	·	-7
O=C(COC(=O)c1ccc(NS(=O)(=O)c2ccc(Br)s2)cc1)NC1CCCC1	-0.2	-29	·	0.8	-2	-2	5	1
CO[C@@H]1CN(C)C(=O)c2ccc(NC(=O)c3ccccc3F)cc2OC[C@H](C)N(C(=O)c2ccccc2F)C[C@H]1C	0.2	0	2	0.2	2	12	3	11

Shown as a hit in RAD52 inh (from the list above):
Compound | RAD52 inh | S100A4 MyoIIA | esBAF inh
Cc1ccc(S(=O)(=O)Nc2ccc3c(c2)C(=O)N([C@@H](C)CO)C[C@H](C)[C@@H](CN(C)CC2CCCCC2)OCCCC[C@H](C)O3)cc1 | 55* | -2 | -1

Carrying on.
SMILES	XiGFP reactiv	RAD52 inh	RAD54 branch	E-sel inducer	FN deposit inh	S100A4 MyoIIA	EWS-Fli block	esBAF inh
O=C1C2ON(c3ccccc3)C(c3ccccn3)C2C(=O)N1c1ccc(Br)cc1 (configuration not stated)	·	-6	-9	·	·	-2	·	5
C[C@@H]1CN([C@H](C)CO)C(=O)c2cccc(NC(=O)Nc3ccc(F)cc3)c2O[C@H]1CN(C)Cc1ccc(C(=O)Nc2ccccc2N)cc1	1.5	18	·	-1.0	5	-3	-15	·
COCCCN(C(=S)NC(=O)C(C)(C)C)c1c(N)n(Cc2ccccc2)c(=O)[nH]c1=O	·	5	-1	-0.2	3	10	-2	0
Cc1ccc(C(=O)/C=C/c2ccc3ncccc3c2)cc1	0.7	-2	1	·	7	4	-31	15
O=C(Nc1ccccc1)C1=C[C@@H](c2ccc3c(c2)OCO3)C[C@@H](OCCCCO)O1	0.0	-4&-155	-3&3	·	-3	-8&0	-102&-60	67*
Cc1cc(C)c(NC(=O)CSc2nnc(Cc3cccn3C)n2-c2ccc(F)cc2)c(C)c1	·	-17	6	·	·	0	-6	1
O=S(=O)(Nc1ccc(Cl)cc1)c1ccc(N2CCOCC2)c(NC(=S)NC2CC2)c1	0.0	-7	-1	·	·	4	-5	-3
CCc1cccc(NC(=O)CCS(=O)(=O)c2ccc3c(c2)NC(=O)CO3)c1	0.0	-18	2	·	-6	-2	·	0
CCCc1nc2c(C)cc(Br)cn2c1Cc1cccc(Cl)c1	0.3	-13	·	-1.0	1	-4	-39	·
CO[C@@H]1CN(C)C(=O)c2ccc(NC(C)=O)cc2OC[C@@H](C)N(Cc2cccnc2)C[C@H]1C	-0.1	10	·	-0.2	·	3	1	·
COCCCN1C(=O)C(CC(=O)NCc2cccc3ccccc23)CC(C(=O)N(C(C)C)C(C)C)=C1C (configuration not stated)	-0.1	-14	4	0.1	4	-5	3	-6
O=C(NNC(=O)c1c(F)cccc1F)c1sccc1-n1cccc1	0.0	-2	·	·	13	-2	11	·

Fetched by compound from the list above:
SMILES	XiGFP reactiv	RAD52 inh	RAD54 branch	E-sel inducer	FN deposit inh	S100A4 MyoIIA	EWS-Fli block	esBAF inh
COCCNc1ncnc2c1ncn2[C@H]1CN(Cc2ccc3c(c2)OCO3)C[C@@H](CO)O1	0.2	1	11	0.1	0	-20	-1	6
Cn1nc(C(F)(F)F)cc1Oc1ncc(C(F)(F)F)cc1Cl	0.1	-16	·	·	·	-25	-1	·
C[C@@H]1CN([C@H](C)CO)C(=O)c2cccc(NC(=O)Nc3ccc(F)cc3)c2O[C@H]1CN(C)Cc1ccc(C(=O)Nc2ccccc2N)cc1	1.5	18	·	-1.0	5	-3	-15	·

(continued)
SMILES	XiGFP reactiv	RAD52 inh	RAD54 branch	E-sel inducer	FN deposit inh	S100A4 MyoIIA	EWS-Fli block	esBAF inh
CC(=O)c1cccc(NC(=O)COC(=O)COc2ccc(Cl)cc2)c1	0.0	-10	-6	0.0	6	51	9	7
COC(=O)[C@@H]1CCCN1C(=O)[C@@H](NC(=O)OC(C)(C)C)C(C)C	0.0	9	-5	-0.1	5	2	-8	-2
COc1ccc(CN2CCCC(N3CCN(c4cccc(Cl)c4)CC3)C2)cc1OC (configuration not stated)	0.0	-5	-4	·	0	-2	13	-3
CN(CC(=O)Nc1ccc(Cl)c(C(F)(F)F)c1)C(=O)c1cc(-c2ccncc2)nc2ccccc12	0.1	-31	5	-0.4	-3	-23	18	-6
Cc1ccc(S(=O)(=O)N(C)C)cc1NC(=O)CSc1ccc2c(c1)OCCO2	0.1	2	-6	-0.1	1	-2	4	-1
C/C=C/c1ccc2c(c1)O[C@H](CN(C)C(=O)NC(C)C)[C@H](C)CN([C@@H](C)CO)S2(=O)=O	-0.6	-9	-4	0.4	-7	0	-12	3
N=C1C(c2ccccc2)=C(O)CN1CCO	0.0	-13	·	0.3	-2	-2	6	·
O=C(Nc1ccc(-c2n[nH]c(=S)o2)cc1)c1ccccc1	0.1	-7	-2	0.7	2	0	3	20
COc1ccc(C2/C=C\CN(C(=O)c3ccccc3)CC(=O)N2Cc2cccc(F)c2)cc1 (configuration not stated)	0.0	-22	9	0.4	7	-14	3	-5
Clc1ccccc1CSC1=NCCN1	0.6	-13	3	·	·	8	12	0
C[C@H](CO)N1C[C@H](C)[C@@H](CN(C)S(=O)(=O)c2cn(C)cn2)Oc2ccc(N(C)C)cc2C1=O	0.3	16	-3	33*	8	0	8	5
O=C(C[C@H]1CC[C@H](NC(=O)C2CCC2)[C@@H](CO)O1)NCC1CC1	0.7	-7	0	-0.4	-1	2	-2	0

Part of the list above, with two lines to a compound.
Results follow in this order: XiGFP reactiv, RAD52 inh, RAD54 branch, E-sel inducer, FN deposit inh, S100A4 MyoIIA, EWS-Fli block, esBAF inh
> C[C@H](CO)N1C[C@H](C)[C@@H](CN(C)S(=O)(=O)c2cn(C)cn2)Oc2ccc(N(C)C)cc2C1=O
  0.3, 16, -3, 33*, 8, 0, 8, 5
> COc1ccc(C2/C=C\CN(C(=O)c3ccccc3)CC(=O)N2Cc2cccc(F)c2)cc1 (configuration not stated)
  0.0, -22, 9, 0.4, 7, -14, 3, -5

(continued)
SMILES	XiGFP reactiv	RAD52 inh	RAD54 branch	E-sel inducer	FN deposit inh	S100A4 MyoIIA	EWS-Fli block	esBAF inh
CC(=O)C1=CCC(c2ccc(Br)cc2)N(S(=O)(=O)c2ccc(C)cc2)C1 (configuration not stated)	0.2	5	-1	-0.3	4	41	-20	4
O=C(Cc1ccc([N+](=O)[O-])cc1)NNC(=O)c1ccc2c(c1)OCO2	0.0	0	5	0.3	2	1	·	-3
Cn1cnc(S(=O)(=O)N2C[C@H](O)COC[C@@H]3O[C@H](CC(=O)NCc4cccc(F)c4)CC[C@H]32)c1	0.3	·	7	0.1	-3	·	0	0
O=C(COc1ccccc1)Nc1ccncc1	0.3	-19	·	1.9	8	-1	5	·
C=CCN1C(=O)C(O)(CC(=O)c2ccccn2)c2ccccc21 (configuration not stated)	0.1	-23	·	·	·	9	23	·
CC(C)OCCOc1ccc2oc(-c3ccco3)cc(=O)c2c1	-0.1	-28	3	·	2	0	-61	?
Cc1ccc(C)c(OCCC(=O)OCC(=O)NCCNC(=O)COC(=O)CCOc2cc(C)ccc2C)c1	-0.1	0	-2	·	·	-1	3	4
NS(=O)(=O)c1cccc(NC(=O)COC(=O)c2cc(Cl)ccc2[N+](=O)[O-])c1	-0.1	4	5	-1.8	3	16	9	2
Cc1c(C(=O)O)sc2nc(SCC(=O)Nc3ccc(S(=O)(=O)NCCCC(=O)O)cc3)[nH]c(=O)c12	0.0	-5	·	3.7	-12	2	-2	·
